Screening results (PubChem BioAssay)
ERG-DNA inh = qHTS for Small Molecule Inhibitors of the ERG Ets/DNA interaction; Transcriptional regulator ERG (Homo sapiens), P11308; fluorescence polarization, His-ERG Ets domain / labelled DNA; Potency, µM (doses to about 76.9 µM), without a hit: at the top dose FP activity, negative = inhibition, hits mostly inhibitors; hit rate 0.028% among 370,000; AID 624246, 2012; active = well fitted inhibition curve with a large enough effect in the polarisation, with a control signal flat; inconclusive = small, poorly fitted or top-dose-only effect, or effect the other way, or a change in a side signal; inactive = no such curve, though single readings can be large or run the other way; the % refers to the polarisation;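 note: polarization taken with two DNA probes labelled with fluorescein and Texas red; % of control where 0% means no effect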
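His-tagged ERG Ets domain (1 uM in the protein solution; 300mM KCl, 50mM Tris-HCl, 1mM EDTA, 1mM DTT, pH 7.5) received compound, then a probe mix of 5 nM fluorescein-DNA and 100nM Texas-615-DNA. Fluorescence polarization was read for both dyes.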
GLS inh = qHTS for Inhibitors of Glutaminase (GLS); Glutaminase kidney isoform, mitochondrial (Homo sapiens), O94925; GLS enzymatic activity, qHTS titration; Potency, µM (series often up to 45.5 µM), inactives show top-dose activity change, negative = inhibition, usual class: inhibitors; hit rate 0.21% among 410,000; AID 624170, 2012; note: % is set by controls: 0 for no effect and ±100 for the full control effect
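Enzyme dispensed in phosphate buffer (45 mM, pH 8.2, 0.02% Tween-20), compounds pinned in, then 1 mM L-glutamine solution and the glutamate oxidase–HRP–Amplex Red mix added; fluorescence read immediately and again after 30 min at room temperature.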
rTrxR1 inhibitor = qHTS Assay for Inhibitors of Mammalian Selenoprotein Thioredoxin Reductase 1 (TrxR1): qHTS | Thioredoxin reductase 1, cytoplasmic (Rattus norvegicus), O89049 | Potency, µM (series often up to 114 µM), for inactives: at the top dose activity change, negative = inhibition, most hits filed as inhibitors | AID 588453, 2011 | hit rate 1% among 390,000 | recombinant rTrxR1, NADPH fluorescence consumption, selenite substrate; note: % is set by controls: 0 for no effect and ±100 for the full control effect; nearly all actives have a fitted effect of over 65% in size
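Rat TrxR1 (90 nM in the dispensed reagent) was pre-reduced with 400 uM NADPH for 5 min at room temperature, then incubated with compound for 15 min. After 400 uM selenite was added, NADPH fluorescence (Ex 340/Em 450 nm) was followed for 8 min.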
RGS4 inhibitor = Inhibitors of Regulator of G Protein Signaling (RGS) 4: qHTS; Transcreener GDP fluorescence polarization, RGS4-accelerated GTP hydrolysis; Potency, µM (highest dose often 114 µM), without a hit: top-dose activity change, negative = inhibition, usual class: inhibitors; hit rate 0.039% among 390,000; AID 504845, 2011; note: % is set by controls: 0 for no effect and ±100 for the full control effect; nearly all actives have a fitted effect of over 75% in size; some results filed as inactive show a strong effect at the top dose
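MLSMR compounds (23 nl, pin-transferred) preincubated 10 min at room temperature with a 500nM (2x) first reagent, then RGS4 at 900nM (2x) plus Transcreener GDP mix added; fluorescence polarization (620/688 nm) read before and after 90 min at 30 °C.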
JMJD2A Tudor inh = qHTS Assay for Inhibitors of JMJD2A-Tudor Domain. AlphaScreen JMJD2A-Tudor / H3K4me3 peptide binding. Potency, µM (highest dose often 114 µM), for inactives: at the highest dose activity change, negative = inhibition, usual class: inhibitors. hit rate 4.4% among 390,000. AID 504339, 2011; note: % is set by controls: 0 for no effect and ±100 for the full control effect; nearly all actives have a fitted effect of over 50% in size
Pin1 inhibitor = qHTS Assay to Find Inhibitors of Pin1; Peptidyl-prolyl cis-trans isomerase NIMA-interacting 1 (Homo sapiens), Q13526; Pin1 FP peptide displacement, HiFluor488, 10 min; Potency, µM (doses to about 115 µM), for inactives: top-dose activity, negative = inhibition, actives largely listed as inhibitors; hit rate 0.009% among 390,000; AID 504891, 2011; active = well fitted inhibition curve with a large enough effect in the polarisation, with a control signal flat, not every such curve was filed as active; inconclusive = small, poorly fitted or top-dose-only effect, or effect the other way, or a change in a side signal; inactive = no such curve, though single readings can be large or run the other way; the % refers to the polarisation; note: % is set by controls: 0 for no effect and ±100 for the full control effect
HP1b chromo inh = HTS for Inhibitors of HP1-beta Chromodomain Interactions with Methylated Histone Tails | hit rate 0.56% among 390,000 | Potency, µM (top dose mostly 114 µM), for the others: at the top dose activity change, negative = inhibition, usual class: inhibitors | AlphaScreen HP1-beta / biotin-H3K9me3 peptide binding | AID 540317, 2011 | Chromobox protein homolog 1 (Homo sapiens), P83916; note: nearly all actives have a fitted effect of over 70% in size; inactives centre near 23
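Compound inhibition of the preformed complex between 50 nM HP1-beta and 50 nM biotinylated H3K9me3 peptide was read by AlphaScreen. Buffer was PBS pH 7.4 with 0.01% Tween-20. Incubations ran 30 min at room temperature, with 10 ug/mL donor/acceptor beads.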
Tb PGK inh = qHTS Assay to Find Inhibitors of Phosphoglycerate Kinase. Potency, µM (titrated, usually from 57.5 µM), for inactives: top-dose activity change, negative = inhibition, hits mostly inhibitors. Phosphoglycerate kinase, glycosomal (Trypanosoma brucei brucei), P07378. hit rate 0.043% among 380,000. PGK/GAPDH coupled, Kinase-Glo luminescence, 60 min; note: % is set by controls: 0 for no effect and ±100 for the full control effect; nearly all actives have a fitted effect of over 60% in size
Target sequence (P07378 whole entry, looked up): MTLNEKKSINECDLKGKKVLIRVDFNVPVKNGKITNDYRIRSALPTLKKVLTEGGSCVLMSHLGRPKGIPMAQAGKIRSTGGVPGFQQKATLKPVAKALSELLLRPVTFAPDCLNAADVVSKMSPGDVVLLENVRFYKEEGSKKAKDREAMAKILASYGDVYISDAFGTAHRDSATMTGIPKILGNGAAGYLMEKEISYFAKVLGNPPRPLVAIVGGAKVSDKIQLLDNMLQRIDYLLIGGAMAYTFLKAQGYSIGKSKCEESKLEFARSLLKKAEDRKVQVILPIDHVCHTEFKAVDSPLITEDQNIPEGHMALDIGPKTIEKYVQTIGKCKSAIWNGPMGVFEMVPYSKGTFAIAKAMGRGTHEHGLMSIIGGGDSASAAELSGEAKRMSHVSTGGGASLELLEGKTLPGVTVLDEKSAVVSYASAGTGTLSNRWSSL
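Recombinant glycosomal PGK reaction used 1,3-bisphosphoglycerate generated in-well by GAPDH (100nM final) in 100mM TEA pH 7.6, 5mM MgCl2, 0.01% Tween-20. After 60 minutes at room temperature, ATP was read by Kinase-Glo Plus luminescence end-point.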
12-LOX inh = Primary qHTS assay for inhibitors of human arachidonate 12S-lipoxygenase (ALOX12): Round 2. Polyunsaturated fatty acid lipoxygenase ALOX12 (Homo sapiens), P18054. purified 12hLO, xylenol orange hydroperoxide absorbance. hit rate 1.1% among 580,000. AID 1671190, 2021. Potency, µM (titrated, usually from 108 µM), inactives show at the highest dose activity change, negative = inhibition, usual class: inhibitors; note: % is set by controls: 0 for no effect and ±100 for the full control effect
Target sequence (P18054 whole entry, looked up): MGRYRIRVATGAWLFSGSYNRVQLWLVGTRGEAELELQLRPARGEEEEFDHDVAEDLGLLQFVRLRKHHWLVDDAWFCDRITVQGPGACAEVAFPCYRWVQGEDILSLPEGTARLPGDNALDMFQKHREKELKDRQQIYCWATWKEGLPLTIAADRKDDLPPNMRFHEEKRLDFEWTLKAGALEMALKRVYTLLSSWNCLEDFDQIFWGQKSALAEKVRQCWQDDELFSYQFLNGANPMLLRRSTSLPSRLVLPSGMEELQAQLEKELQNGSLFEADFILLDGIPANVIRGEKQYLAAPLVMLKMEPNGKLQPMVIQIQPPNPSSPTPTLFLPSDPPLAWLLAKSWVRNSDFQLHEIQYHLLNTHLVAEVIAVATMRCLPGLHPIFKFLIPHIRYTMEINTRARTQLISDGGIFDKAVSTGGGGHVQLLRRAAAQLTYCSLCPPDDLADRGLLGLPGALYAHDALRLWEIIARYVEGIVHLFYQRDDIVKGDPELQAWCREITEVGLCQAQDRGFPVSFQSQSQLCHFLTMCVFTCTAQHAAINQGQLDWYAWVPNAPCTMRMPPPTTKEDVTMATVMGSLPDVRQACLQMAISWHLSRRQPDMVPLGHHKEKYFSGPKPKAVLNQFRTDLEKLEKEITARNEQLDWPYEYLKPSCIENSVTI
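Purified human 12hLO (150 nM final) in 25 mM Hepes, 0.01% Triton X-100, pH 7.0 was preincubated 15 min at room temperature with compound. Then 40 uM arachidonic acid was added, 30 min. Hydroperoxide was read by Fe-XO absorbance ratio 573/405 nm.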
Starred values were filed as active, the others as inactive; i = inactive; ? = inconclusive; & = joins results of further samples; [ ] = dose if it differs, or a comment. Unless noted, calls come from the whole dose curve; as a rule, active = well fitted curve in the direction sought with a large enough effect; inconclusive = small, poorly fitted or top-dose-only effect, or another doubt; inactive = no such curve, though single readings can be large; an effect the other way counts as inactive or inconclusive. Potency is the fitted concentration of half-maximal effect. The list is partial (hit frequency here may not be typical).

SMILES,ERG-DNA inh,GLS inh,rTrxR1 inhibitor,RGS4 inhibitor,JMJD2A Tudor inh,Pin1 inhibitor,HP1b chromo inh,Tb PGK inh,12-LOX inh
O=C(NCCC1=CCCCC1)C(=O)NCC(c1ccco1)N1CCN(c2ccc(F)cc2)CC1 (configuration not stated),-11%,-2%,9%,9%,-20%,-3%,11%,-7%,-19%
NC(=O)C1CCCN(C(=O)c2cccc(NC(=O)c3cccs3)c2)C1 (configuration not stated),-6%,-8%,10%[57.1 µM],6%,-1%,-6%,32%[activator],-18%,?
CCn1cnc2scc(-c3ccccc3)c2c1=O,-10%,11%,-1%,10%,-8%,0%,48%[activator],-6%,0%
O=C1C2C3C=CC(C3)C2C(=O)N1c1ccccc1 (configuration not stated),7%,-19%,-11%,0%,8%,0%,32%[activator],i,-21%
CCOc1cc(S(=O)(=O)N2CCN=C2Cc2ccccc2)ccc1F,4%,11%,5%,22%,-9%,-2%,31%,6%,17%
COCCN(Cc1cc2cc3c(cc2nc1Cl)OCO3)C(=O)Nc1ccc(OC)cc1,2%,2%,4%,-12%,-6%,3%,35%,1%,-5%
O=C(Nc1ccc2c(c1)OCO2)c1cccc2c1C(=O)N(C1CCCCC1)C2,1%,9%,18%[57.1 µM],-8%,-22%[11.4 µM],-17%,25%,-12%,-12%
COC(=O)CCCC(=O)N1CCCC(C(=O)c2ccccc2SC)C1 (configuration not stated),1%,-1%,-6%,13%,-11%,0%,30%,-1%,2%
COC(=O)C(CCSC)NC(=O)c1cc2c(n(-c3ccc(Cl)cc3)c1=O)CCCC2=O (configuration not stated),-8%,12%,23%,17%,-11%,0%,14%,0%,-5%
CC(NC(=O)c1ccccc1)C(=O)NC1=NCCS1 (configuration not stated),-13%,1%,13%,-6%,?,-14%,12%,0%,0%
C[C@H]1C(=O)N(C)CCN1C(=O)c1cccc(OC2CCN(CC(C)(C)C)CC2)c1,5%,10%,7%,29%,-6%,-2%,22%,9%,12%
COc1ccc(NC(=O)N2CCc3ccccc3C2)c(OC)c1,-3%,0%,17%,-13%,-13%,1%,24%,-6%,0%
CC1CCCN(CCCNC(=O)CN2C(=O)CSc3ccc(S(=O)(=O)N4CCOCC4)cc32)C1 (configuration not stated),-4%&5%,-3%&-11%,-22%,-31%[56.9 µM],-5%&-11%,-1%&-12%,74%&12%[activator],5%,7%&-8%
Oc1ccc(Nc2nnc(-c3ccc(O)cc3)c3ccccc23)cc1,2%,22%,17%[57.1 µM],?,-26%,3%,18%,i,-1%
C#CCOCCOCCOCCNc1nc(N2CCN(C(=O)[C@H](CCC(=O)O)n3cc(CN)nn3)CC2)nc(N2CCN(C(=O)[C@H](CCC(=O)O)n3cc([C@@H](N)[C@H](C)CC)nn3)CC2)n1,-10%,1%,6%,1%,79µM*,-1%,6%,-8%,-6%
CC(C)Oc1ccc(CC2CCC(=O)N(C)C2=O)cc1 (configuration not stated),8%,3%,1%[57.1 µM],5%,-2%,-2%,15%,i,-19%
CC1(C)C=C2C(=NN(c3ccccc3)C(N)=C2C#N)CO1,?,3%,0%,-24%,-30%,?,39%,5%,0%
CN1C(CC(=O)Nc2ccc(Br)cc2)c2ccccc2CC1(C)C (configuration not stated),1%,1%,0%[57.1 µM],9%,-21%[57.1 µM],-2%,18%,-10%,?
Cc1ccc(C(=O)CCC(=O)N2CCC(C(N)=O)CC2)cc1,-1%,17%,-18%,34%,?,3%,26%,0%,?
Cc1ccc(NC(=O)CC2Sc3ccc(C(F)(F)F)cc3NC2=O)cc1 (configuration not stated),-3%,-2%,-4%[57.1 µM],-13%,-11%,15%,61%[activator],-7%,-22%
Cn1ncc(N2CCN(C(=O)c3ccc(Cl)cc3)CC2)c(Cl)c1=O,4%,0%,4%,-28%,0%,-3%,34%,-6%,1%
COC(=O)c1ccc(Cn2nc([N+](=O)[O-])c(Br)c2C)cc1,4%,0%,21%[57.1 µM],-15%,-17%,-2%,4%,-4%,-8%
COc1cccc(NC(C)(C)c2nnnn2-c2c(C)cccc2C)c1,-3%,-13%,6%[57.1 µM],-8%,2%,-2%,21%,5%,108%[activator]
C=CCOC(=O)C1=C(C)NC(SCC(=O)Nc2nccs2)=C(C#N)C1c1cccs1 (configuration not stated),-2%,7%,5%[57.1 µM],10%[11.4 µM],-13%[11.4 µM],11%,-13%,-1%,42%[activator]
COc1ccc(N2CCN(C(=O)c3cnn(-c4ccc(OC)cc4)c3C3CCN(C(=O)OC(C)(C)C)CC3)CC2)cc1,-3%,13%,10%,-7%,-36%,-4%,15%,-4%,?

Among those listed so far, two have a tert-butyl group.
SMILES,ERG-DNA inh,GLS inh,rTrxR1 inhibitor,RGS4 inhibitor,JMJD2A Tudor inh,Pin1 inhibitor,HP1b chromo inh,Tb PGK inh,12-LOX inh
C[C@H]1C(=O)N(C)CCN1C(=O)c1cccc(OC2CCN(CC(C)(C)C)CC2)c1,5%,10%,7%,29%,-6%,-2%,22%,9%,12%
COc1ccc(N2CCN(C(=O)c3cnn(-c4ccc(OC)cc4)c3C3CCN(C(=O)OC(C)(C)C)CC3)CC2)cc1,-3%,13%,10%,-7%,-36%,-4%,15%,-4%,?

In the list so far, these have a cyano group.
SMILES,ERG-DNA inh,GLS inh,rTrxR1 inhibitor,RGS4 inhibitor,JMJD2A Tudor inh,Pin1 inhibitor,HP1b chromo inh,Tb PGK inh,12-LOX inh
CC1(C)C=C2C(=NN(c3ccccc3)C(N)=C2C#N)CO1,?,3%,0%,-24%,-30%,?,39%,5%,0%
C=CCOC(=O)C1=C(C)NC(SCC(=O)Nc2nccs2)=C(C#N)C1c1cccs1 (configuration not stated),-2%,7%,5%[57.1 µM],10%[11.4 µM],-13%[11.4 µM],11%,-13%,-1%,42%[activator]

The main list resumes, starting 2 compounds before the break.
SMILES,ERG-DNA inh,GLS inh,rTrxR1 inhibitor,RGS4 inhibitor,JMJD2A Tudor inh,Pin1 inhibitor,HP1b chromo inh,Tb PGK inh,12-LOX inh
C=CCOC(=O)C1=C(C)NC(SCC(=O)Nc2nccs2)=C(C#N)C1c1cccs1 (configuration not stated),-2%,7%,5%[57.1 µM],10%[11.4 µM],-13%[11.4 µM],11%,-13%,-1%,42%[activator]
COc1ccc(N2CCN(C(=O)c3cnn(-c4ccc(OC)cc4)c3C3CCN(C(=O)OC(C)(C)C)CC3)CC2)cc1,-3%,13%,10%,-7%,-36%,-4%,15%,-4%,?
COC(=O)Nc1sc2nc(C)cc(C)c2c1-n1cccc1,4%,-12%,-23%,-51%,-17%,3%,18%,-2%,0%
COCc1c(C(=O)OCC(=O)c2c(N)n(CC(C)C)c(=O)n(C)c2=O)oc2ccccc12,-2%,-18%,20%,16%,-9%,9%,22%,i,11%
COc1ccc(C2CC(=O)C3=C(C2)Nc2ncnn2C3c2ccccc2)cc1 (configuration not stated),-5%,13%,12%[57.1 µM],18%,-12%,-5%,27%,-2%,0%
CN(C(=O)c1ccccc1Cl)c1ccccc1C(=O)NCCc1ccccc1,-2%,2%,15%,6%,-9%,-5%,11%,-3%,2%
O=C(CS(=O)(=O)c1ccc(F)cc1)Nc1nccs1,-18%,1%,5%[57.1 µM],-9%,2%,-9%,40%[activator],-5%,?
COc1cc(-c2n[nH]c(=O)o2)cc(OC)c1OC,0%,-4%,14%[57.1 µM],8%,-7%,-6%,23%,-5%,0%
CCOC(=O)c1nn(-c2ccc(C)c(C)c2)c(=O)c2c(N)scc12,0%,36%[activator],-3%,-104%[56.9 µM],22µM*,12%,-29%,i,?
COc1ccc(-n2nc3c(c2NC(=O)COc2ccccc2)CS(=O)C3)cc1 (configuration not stated),0%,0%,-10%,3%,-6%,0%,15%,3%,30%[activator]
COc1cccc(-c2nc(-c3ccccn3)no2)c1OC,-4%,?,7%[57.1 µM],-33%[11.4 µM],-25%[11.4 µM],1%,?,0%,0%[57.4 µM]
Oc1csc(Cc2nc(-c3ccc(Br)cc3)cs2)n1,0%,6%,7%[57.1 µM],-3%,-13%,2%,43%[activator],-1%,-12%
Cc1cc2oc(C(=O)NCc3ccccc3)cc(=O)c2cc1C,3%,0%,24%,13%[56.9 µM],-9%,3%,46%[activator],0%,9%&-2%
COc1ccc(C)cc1S(=O)(=O)NNc1nc(C)cc(C)n1,1%,5%,6%,-8%,-4%,2%,9%,5%,0%
Cc1nn(-c2ccc(N3CCCCC3)nn2)c(C)c1CCC(=O)Nc1ccccc1F,-2%,2%,1%,12%[56.9 µM],-26%,-2%,30%,0%,-8%
